aDG glyco act – alpha-DG glycosylation activation; Pro5-aDG cells, alpha-DG glycosylation AlphaScreen (IIH6); 0% Pro5, 100% B10-LARGE cell signal; activation, % at 10 µM; actives 0.22% (n = 360,000);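 active = activation of at least 8% versus controls, or a plate z-score of at least 8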;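 also: Pro5 are CHO cells carrying HIG-tagged alpha-DG that lacks glycosylation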
Exocytosis inh – lytic granule exocytosis inhibition; inhibition, % at 10 µM; TALL-104 LAMP-1 surface exposure, flow cytometry; cells stimulated with thapsigargin and PMA; actives 0.66% (n = 360,000);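 active = inhibition above about 55%, limit read from the data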
MC4R antagonist – antagonists of human melanocortin 4 receptor (MC4R) | P32245 | MC4R-expressing cells, MTII-stimulated cAMP, LANCE TR-FRET | inhibition, % at 6.5 µM | actives 0.48% (n = 360,000) | AID 540295;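 active = inhibition above its plate's cutoff, the mean of tested wells on that plate plus 3 SD, cut at about 29% in these data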;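 also: 0% = Melanotan II alone and 100% = Melanotan II plus saturating MCL0020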
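Test system: U2OS cells stably expressing human melanocortin 4 receptor (MC4R); also added: Melanotan II challenge; compound: 6.5 µM single dose; timing: 30-min compound preincubation, 1-h Melanotan II challenge, 1-h detection, room temperature; signal: Eu-cAMP/anti-cAMP TR-FRET, emission 671 nm; repeats: one well per compound, no replicates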
Glyco luc inh – blocks N-linked glycosylation in D54 reporter cells; D54 ERlucT glycosylation luciferase reporter, 24 h; percent of 100 nM tunicamycin response; AID 588692; reporter increase, % at 12.5 µM; actives 0.23% (n = 360,000);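 active = mean luciferase reporter signal, scaled so untreated is 0 and the glycosylation-blocking control 100, at or above a set limit in every replicate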;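 also: luciferase carries N-glycosylation sites so blocking glycosylation raises the light; 0% = median of neutral control wells and 100% = median of 100 nM tunicamycin wells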
H9c2 protect – protects H9c2 cardiomyocytes from peroxide injury | actives 0.63% (n = 360,000) | protection from H2O2 cell death, % at 20 µM | H2O2 injury protection, ATPLite, 2 h | AID 588492;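 active = compounds giving at least 50% protection of heart cells from peroxide-induced death in the single-dose screen, raw or plate-pattern-corrected value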;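 also: 0% = DMSO wells with peroxide and 100% = DMSO wells without peroxide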
ABCB6 inh 2 – human ABCB6 transporter inhibition; actives 0.19% (n = 360,000); fluorescence ratio to DMSO, % at 10 µM; K562-ABCB6 porphyrin accumulation, flow cytometry, 1 h; hits give low values; AID 602162;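 active = fluorescence ratio to DMSO below 75%, the collection mean minus 3 SD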;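 also: signal is porphyrin accumulated inside mitochondria; 100% equals median channel fluorescence of DMSO control wells; lower ratio means ABCB6 inhibition with less porphyrin fluorescence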
ABHD5 PLIN5 PPI – inhibitors of human ABHD5-perilipin-5 interaction; Q00G26+Q8WTS1; Split G. princeps luciferase complementation, luminescence, 4 h; inhibition, % at 4 µM; actives 0.78% (n = 360,000); AID 602281;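 active = inhibition above the mean inhibition across every tested compound plus 3 SD, cut at about 22% in these data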;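 also: 0% = DMSO only wells and the 100% control is not disclosed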
Target sequence (Q00G26 whole entry, looked up): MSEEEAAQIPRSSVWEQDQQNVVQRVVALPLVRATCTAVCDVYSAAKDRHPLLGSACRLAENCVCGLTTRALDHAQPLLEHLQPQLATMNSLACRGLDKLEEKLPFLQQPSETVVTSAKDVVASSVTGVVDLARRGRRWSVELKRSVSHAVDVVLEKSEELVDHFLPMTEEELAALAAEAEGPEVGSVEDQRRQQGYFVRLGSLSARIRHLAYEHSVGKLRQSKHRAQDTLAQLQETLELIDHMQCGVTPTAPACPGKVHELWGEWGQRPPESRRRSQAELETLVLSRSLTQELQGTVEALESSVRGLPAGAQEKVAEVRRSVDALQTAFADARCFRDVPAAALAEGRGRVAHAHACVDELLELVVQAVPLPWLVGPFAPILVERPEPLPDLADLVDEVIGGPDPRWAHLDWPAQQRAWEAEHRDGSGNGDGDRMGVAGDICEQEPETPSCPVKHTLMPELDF
Target sequence (Q8WTS1 whole entry, looked up): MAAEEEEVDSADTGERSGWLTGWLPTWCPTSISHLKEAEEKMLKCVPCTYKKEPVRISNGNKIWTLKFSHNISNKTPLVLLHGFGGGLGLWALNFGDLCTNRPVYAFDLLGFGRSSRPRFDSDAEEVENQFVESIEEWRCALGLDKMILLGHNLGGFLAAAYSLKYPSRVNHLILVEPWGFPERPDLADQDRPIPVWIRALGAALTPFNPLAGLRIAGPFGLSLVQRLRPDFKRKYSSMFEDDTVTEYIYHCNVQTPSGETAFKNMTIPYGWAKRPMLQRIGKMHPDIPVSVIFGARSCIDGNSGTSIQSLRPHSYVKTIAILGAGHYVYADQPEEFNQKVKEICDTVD
HTR2A ag – mouse HTR2A agonism via beta-arrestin recruitment; CHO-K1 mHTR2A beta-arrestin complementation, luminescence; percent of 30 µM serotonin response; activation, % at 7.6 µM; actives 0.66% (n = 360,000); AID 624169;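 active = activation above a run cutoff, the mean activation of all tested compounds plus 3 SD, cut at about 14% in these data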;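 also: 0% = plate median of compound wells and 100% = 30 µM serotonin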
MC4R barr agon – agonists of human melanocortin 4 receptor (MC4R) beta-arrestin. P32245. U2OS MC4R beta-arrestin complementation, luminescence; percent of melanotan II response, DMSO zero. activation, % at 8.9 µM. actives 0.98% (n = 360,000). AID 540308;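 active = activation above a per-plate cutoff, the mean activation of sample wells on that plate plus 3 SD, cut at about 8% in these data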
hiPSC survival – enhancers of human iPSC single-cell survival. hiPSC single-cell survival, ATPlite luminescence; 100% = ROCK inhibitor wells, 0% = DMSO. survival enhancement, % at 20 µM. actives 0.044% (n = 360,000). AID 602274; in the data active = survival enhancement above about 18%;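 also: cells exposed to compounds for 16 hours before the ATP read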
* hit, by the source's call.

`Cc1cc(Oc2ccc(C)c(Cl)c2)nc(SCC(=O)c2ccccc2)n1` gave aDG glyco act 0.0, Exocytosis inh -4, MC4R antagonist 45*, Glyco luc inh -4, H9c2 protect -18, ABCB6 inh 2 97, ABHD5 PLIN5 PPI -5, HTR2A ag -6, MC4R barr agon 2.4 and hiPSC survival 0.9.
Cc1ccc(-c2csc3nc(-c4ccncc4)[nH]c(=O)c23)cc1 was read as aDG glyco act 0.8, Exocytosis inh -9, MC4R antagonist 11, Glyco luc inh 0, H9c2 protect -14, ABCB6 inh 2 101, ABHD5 PLIN5 PPI 1, HTR2A ag -2, MC4R barr agon 4.7 and hiPSC survival -0.2.
For COc1cccc(NC(=O)C(=S)NC2CCCCC2)c1 the results were aDG glyco act -0.4, Exocytosis inh -1, MC4R antagonist 16, Glyco luc inh -11, H9c2 protect -21, ABCB6 inh 2 97, ABHD5 PLIN5 PPI -4, HTR2A ag -1, MC4R barr agon -0.4 and hiPSC survival -0.4.
For CC1CCCC(NC(=O)COC(=O)CSc2ccc3ccccc3c2)C1C (stereo not drawn) the results were aDG glyco act 0.6, Exocytosis inh -1, MC4R antagonist 7, Glyco luc inh 2, H9c2 protect -8, ABCB6 inh 2 99, ABHD5 PLIN5 PPI -6, HTR2A ag 4, MC4R barr agon -1.5 and hiPSC survival 0.5.
Cc1ccc(S(=O)(=O)Cn2nnnc2CN2CCN(Cc3ccc4c(c3)OCO4)CC2)cc1 was read as aDG glyco act 0.2, Exocytosis inh 3, MC4R antagonist 7, Glyco luc inh -4, H9c2 protect -7, ABCB6 inh 2 97, ABHD5 PLIN5 PPI -1, HTR2A ag -4, MC4R barr agon 0.0 and hiPSC survival -1.3.
COc1ccc(CC(=O)Nc2sc3c(c2C#N)CC(C)(C)NC3(C)C)cc1OC was read as aDG glyco act 0.0, Exocytosis inh -2, MC4R antagonist 1, Glyco luc inh 2, H9c2 protect -12, ABCB6 inh 2 98, ABHD5 PLIN5 PPI 7, HTR2A ag -3, MC4R barr agon -1.2 and hiPSC survival -0.3.
Screening CCC1(C)Cc2c(C#N)c(N)n(N)c(=S)c2CO1 (stereo not drawn) returned aDG glyco act 0.0, Exocytosis inh 0, MC4R antagonist -7, Glyco luc inh 7, H9c2 protect 19, ABCB6 inh 2 98, ABHD5 PLIN5 PPI -9, HTR2A ag 2, MC4R barr agon -1.2 and hiPSC survival -2.9.
Screening OCCCNc1nccc(-c2cc(Nc3cccc(Cl)c3)ncn2)n1 returned aDG glyco act 1.4, Exocytosis inh 6, MC4R antagonist -30, Glyco luc inh 0, H9c2 protect 6, ABCB6 inh 2 95, ABHD5 PLIN5 PPI 2, HTR2A ag -1, MC4R barr agon -0.8 and hiPSC survival -2.6.
`COC(CNC(=O)c1cc(-c2ccncc2)nc2ccc(S(=O)(=O)N3CCOCC3)cc12)OC` gave aDG glyco act 0.0, Exocytosis inh -4, MC4R antagonist 18, Glyco luc inh 0, H9c2 protect 7, ABCB6 inh 2 97, ABHD5 PLIN5 PPI 0, HTR2A ag 1, MC4R barr agon -3.1 and hiPSC survival 3.6.
For CCOC(=O)c1cc2oc(C)cc2n1CC(=O)OC1CCCCC1 the results were aDG glyco act -0.1, Exocytosis inh 5, MC4R antagonist -3, Glyco luc inh -5, H9c2 protect -11, ABCB6 inh 2 99, ABHD5 PLIN5 PPI 1, HTR2A ag 2, MC4R barr agon 3.0 and hiPSC survival 0.3.
`COc1ccc(C(=O)NNC(=O)CSc2nnc(C(C)C)n2C)cc1` gave aDG glyco act 0.1, Exocytosis inh 2, MC4R antagonist 8, Glyco luc inh 3, H9c2 protect 2, ABCB6 inh 2 103, ABHD5 PLIN5 PPI -2, HTR2A ag 0, MC4R barr agon -0.1 and hiPSC survival 0.0.
Cc1ccc2nc(Cl)c(C3CC(c4ccco4)=NN3S(C)(=O)=O)cc2c1 (stereo not drawn) was read as aDG glyco act 0.1, Exocytosis inh -3, MC4R antagonist 15, Glyco luc inh -1, H9c2 protect -8, ABCB6 inh 2 96, ABHD5 PLIN5 PPI 6, HTR2A ag 3, MC4R barr agon -0.8 and hiPSC survival -0.4.
For COc1ccc(N(CC(=O)N2CCCCCC2)S(=O)(=O)c2ccc(OC)c(OC)c2)cc1 the results were aDG glyco act 0.0, Exocytosis inh 5, MC4R antagonist 1, Glyco luc inh -2, H9c2 protect -3, ABCB6 inh 2 94, ABHD5 PLIN5 PPI 5, HTR2A ag -2, MC4R barr agon 0.1 and hiPSC survival 1.0.
For Cc1cc(=O)n2nc(N3CCC(C(=O)N4CCN(Cc5ccccc5)CC4)CC3)sc2n1 the results were aDG glyco act 0.3, Exocytosis inh 1, MC4R antagonist 1, Glyco luc inh 0, H9c2 protect -4, ABCB6 inh 2 103, ABHD5 PLIN5 PPI 1, HTR2A ag -1, MC4R barr agon -2.2 and hiPSC survival -0.3.
For CC(C)COP(=O)(c1ccc(N(C)C)cc1)C(O)c1ccc(Br)cc1 (stereo not drawn) the results were aDG glyco act 0.1, Exocytosis inh 40, MC4R antagonist 4, Glyco luc inh -2, H9c2 protect 0, ABCB6 inh 2 99, ABHD5 PLIN5 PPI -8, HTR2A ag -7, MC4R barr agon 1.5 and hiPSC survival -0.4.
`COc1ccc(Nc2nc(-c3sc(N)nc3C)cs2)cc1` gave aDG glyco act 0.4, Exocytosis inh 0, MC4R antagonist 9, Glyco luc inh -2, H9c2 protect 1, ABCB6 inh 2 104, ABHD5 PLIN5 PPI -17, HTR2A ag -5, MC4R barr agon -0.6 and hiPSC survival -5.1.
`Cc1scc(C(=O)NNC(=S)NCC2CCCO2)c1-c1ccccc1` (stereo not drawn) gave aDG glyco act -0.2, Exocytosis inh -11, MC4R antagonist -6, Glyco luc inh 1, H9c2 protect -4, ABCB6 inh 2 93, ABHD5 PLIN5 PPI 0, HTR2A ag -5, MC4R barr agon -2.3 and hiPSC survival 0.7.
COC1=C(Br)C(=O)c2nc(C)ccc2C1=O was read as aDG glyco act -0.4, Exocytosis inh 98*, MC4R antagonist 2, Glyco luc inh 5, H9c2 protect -20, ABCB6 inh 2 113, ABHD5 PLIN5 PPI -49, HTR2A ag -1, MC4R barr agon -1.8 and hiPSC survival -2.0.
CC(C)(C)NC(=O)NC(=O)CSc1nnc(COc2ccccc2Cl)o1 was read as aDG glyco act -0.2, Exocytosis inh -2, MC4R antagonist 2, Glyco luc inh 0, H9c2 protect -7, ABCB6 inh 2 90, ABHD5 PLIN5 PPI 0, HTR2A ag -1, MC4R barr agon 4.6 and hiPSC survival 0.6.
COc1ccc(N2CCN(Cc3nc4c(c(=O)[nH]c(=O)n4C)n3Cc3cccc(Cl)c3)CC2)cc1 was read as aDG glyco act -0.1, Exocytosis inh -3, MC4R antagonist 8, Glyco luc inh -1, H9c2 protect 10, ABCB6 inh 2 100, ABHD5 PLIN5 PPI 2, HTR2A ag -3, MC4R barr agon -1.4 and hiPSC survival -2.2.

Ordered by number of heavy atoms (largest number first): 3 of the compounds above.
CC(C)(C)NC(=O)NC(=O)CSc1nnc(COc2ccccc2Cl)o1 was read as aDG glyco act -0.2, Exocytosis inh -2, MC4R antagonist 2, Glyco luc inh 0, H9c2 protect -7, ABCB6 inh 2 90, ABHD5 PLIN5 PPI 0, HTR2A ag -1, MC4R barr agon 4.6 and hiPSC survival 0.6.
`COc1ccc(C(=O)NNC(=O)CSc2nnc(C(C)C)n2C)cc1` gave aDG glyco act 0.1, Exocytosis inh 2, MC4R antagonist 8, Glyco luc inh 3, H9c2 protect 2, ABCB6 inh 2 103, ABHD5 PLIN5 PPI -2, HTR2A ag 0, MC4R barr agon -0.1 and hiPSC survival 0.0.
For COc1cccc(NC(=O)C(=S)NC2CCCCC2)c1 the results were aDG glyco act -0.4, Exocytosis inh -1, MC4R antagonist 16, Glyco luc inh -11, H9c2 protect -21, ABCB6 inh 2 97, ABHD5 PLIN5 PPI -4, HTR2A ag -1, MC4R barr agon -0.4 and hiPSC survival -0.4.

The list goes on:
`COC(=O)c1sc2nc(C)nc(SCC(=O)N3CCC(C(=O)O)CC3)c2c1C` gave aDG glyco act 0.0, Exocytosis inh -5, MC4R antagonist 11, Glyco luc inh -2, H9c2 protect -2, ABCB6 inh 2 96, ABHD5 PLIN5 PPI 5, HTR2A ag -1, MC4R barr agon -2.4 and hiPSC survival -0.4.
`Cc1csc(NC(=O)c2ccc3c(=O)n4c(nc3c2)CCCCC4)n1` gave aDG glyco act -0.3, Exocytosis inh -3, MC4R antagonist 13, Glyco luc inh -4, H9c2 protect 14, ABCB6 inh 2 97, ABHD5 PLIN5 PPI -1, HTR2A ag -1, MC4R barr agon -2.1 and hiPSC survival 2.5.
`Cn1c2ccccc2c(=O)c2c(=O)n(C3CCCCC3)c(-c3ccco3)nc21` gave aDG glyco act 0.5, Exocytosis inh 2, MC4R antagonist 1, Glyco luc inh -4, H9c2 protect 10, ABCB6 inh 2 98, ABHD5 PLIN5 PPI 6, HTR2A ag 6, MC4R barr agon -0.6 and hiPSC survival 0.3.
`Cc1cc(C)n2nc(CC(=O)NC3CCCCCCC3)nc2n1` gave aDG glyco act -0.1, Exocytosis inh 1, MC4R antagonist 0, Glyco luc inh -1, H9c2 protect 1, ABCB6 inh 2 103, ABHD5 PLIN5 PPI -6, HTR2A ag 2, MC4R barr agon 0.1 and hiPSC survival 8.8.
For C=CCN(CC=C)C(=S)NC(=O)Cc1cccc2ccccc12 the results were aDG glyco act 0.6, Exocytosis inh 11, MC4R antagonist -7, Glyco luc inh -1, H9c2 protect 3, ABCB6 inh 2 103, ABHD5 PLIN5 PPI 5, HTR2A ag 7, MC4R barr agon 0.4 and hiPSC survival 4.2.
`Cc1ccc(/C=C/C(=O)O)cc1S(=O)(=O)N1CCCCC1` gave aDG glyco act -0.1, Exocytosis inh -2, MC4R antagonist 10, Glyco luc inh 0, H9c2 protect 1, ABCB6 inh 2 96, ABHD5 PLIN5 PPI 2, HTR2A ag 1, MC4R barr agon -0.3 and hiPSC survival 0.2.
For CC1Cc2ccccc2N1C(=O)COC(=O)c1ccc(S(=O)(=O)N(C)C)cc1 (stereo not drawn) the results were aDG glyco act -0.4, Exocytosis inh 1, MC4R antagonist 9, Glyco luc inh 0, H9c2 protect 8, ABCB6 inh 2 102, ABHD5 PLIN5 PPI 3, HTR2A ag -3, MC4R barr agon -1.3 and hiPSC survival -2.0.
`COc1ccccc1-c1sc2ccccc2c1-c1cnc(N2CCOCC2)nc1` gave aDG glyco act 4.3, Exocytosis inh 2, ABCB6 inh 2 95, ABHD5 PLIN5 PPI -4, HTR2A ag -1 and hiPSC survival 0.0.
O=C(C1Cc2ccccc2O1)N1CCCCC1 (stereo not drawn) was read as aDG glyco act -0.3, Exocytosis inh -1, MC4R antagonist -1, Glyco luc inh 0, H9c2 protect -1, ABCB6 inh 2 100, ABHD5 PLIN5 PPI -5, HTR2A ag 4, MC4R barr agon -1.4 and hiPSC survival 1.2.
